TcdB GH inh: blocks C. difficile toxin B glycohydrolase activity; TcdB glycohydrolase enzymatic assay, plate reader; 0.24% of 350,000 active; inhibition, % at 9.99 µM; P18177; in the data active = inhibition above about 10%
Mtb UGM inh: Mtb UDP-galactopyranose mutase inhibition. purified UGM, fluorescence polarization probe displacement. P9WIQ1. inhibition, % at 10 µM. 0.06% of 320,000 active; in the data active = inhibition above about 10%, passing the limit was not always enough
Target sequence (P9WIQ1 whole entry, looked up): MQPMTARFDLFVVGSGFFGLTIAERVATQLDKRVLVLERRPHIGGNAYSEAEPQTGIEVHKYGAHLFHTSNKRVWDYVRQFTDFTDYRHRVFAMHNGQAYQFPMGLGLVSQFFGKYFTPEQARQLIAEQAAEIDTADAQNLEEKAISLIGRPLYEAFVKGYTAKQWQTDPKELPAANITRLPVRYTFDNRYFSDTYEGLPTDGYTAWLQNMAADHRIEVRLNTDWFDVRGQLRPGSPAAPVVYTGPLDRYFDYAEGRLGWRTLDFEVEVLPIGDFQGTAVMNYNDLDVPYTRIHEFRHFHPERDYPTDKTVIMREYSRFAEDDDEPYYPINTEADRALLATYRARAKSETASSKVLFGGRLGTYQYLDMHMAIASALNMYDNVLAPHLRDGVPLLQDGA
GDH-TPI inh: inhibits GDH-TPI coupling enzymes, artifact for Mtb FBA screen; GDH-TPI coupled enzyme counterscreen, NADH absorbance; inhibition, % at 4.8 µM; 1.2% of 360,000 active; AID 588335; in the data active = inhibition above about 30%;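 also: 0% = DMSO wells and 100% = wells lacking the enzyme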
PfHsp40 yeast: restores yeast growth despite PfHsp40 toxicity. S. cerevisiae expressing PfHsp40, growth rescue, ATP luminescence. growth rescue, % at 12.5 µM. 0.68% of 340,000 active; in the data active = growth rescue above about 28%, passing the limit was not always enough;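 also: yeast W303a lacking pdr1 and pdr3 grown in galactose medium; growth measured after three days at 30 °C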
BH1578 lux ind: inducers of Vibrio cholerae quorum light production without autoinducers. V. cholerae BH1578 lux reporter, luminescence, 6 h. activation, % at 18.7 µM. 0.16% of 350,000 active. AID 588436; in the data active = activation mostly above about 9.7%, no sharp cut-off; also: not every result past the cut was called active; inactives centre near 0; reference of the scale not given here
Mtb FBA inh: Mtb fructose-bisphosphate aldolase inhibition; AID 588726; inhibition, % at 1 µM; 2.3% of 360,000 active; purified M. tuberculosis FBA, fluorescence read-out; P9WQA3; in the data active = inhibition above about 27%;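 also: 0% = vehicle and 100% = reference inhibitor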
Target sequence (P9WQA3 whole entry, looked up): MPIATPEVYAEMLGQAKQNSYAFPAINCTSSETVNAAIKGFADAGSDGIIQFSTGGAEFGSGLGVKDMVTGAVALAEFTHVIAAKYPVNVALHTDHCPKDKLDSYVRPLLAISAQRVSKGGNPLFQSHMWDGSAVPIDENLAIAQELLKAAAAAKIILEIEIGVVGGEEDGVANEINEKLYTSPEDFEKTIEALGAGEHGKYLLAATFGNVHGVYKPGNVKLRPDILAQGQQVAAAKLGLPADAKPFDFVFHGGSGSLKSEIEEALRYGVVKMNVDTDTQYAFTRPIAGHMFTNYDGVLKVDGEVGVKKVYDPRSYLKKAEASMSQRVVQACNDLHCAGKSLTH
BioA inh: blocks M. tuberculosis BioA enzyme activity; purified M. tuberculosis BioA enzyme, plate reader; inhibition, % at 9.99 µM; 0.096% of 360,000 active; AID 602481; in the data active = inhibition above about 40%
FadD28 binding: blocks FadD28 binding to the bisubstrate probe; fluorescence polarization; inhibition, % at 12.5 µM; 0.22% of 360,000 active; AID 588549; in the data active = inhibition above about 8.5%, passing the limit was not always enough
Y pestis TopoI: Y. pestis Topo-I inhibition via cleavage products. activity, % at 10 µM. Y. pestis Topo-I cleavage product accumulation, plate reader. 0.064% of 360,000 active; in the data active = activity above about 50%, passing the limit was not always enough; also: inactives centre near 2
Starred values were filed as active, the others as inactive; i = inactive; · = no result given.

SMILES	TcdB GH inh	Mtb UGM inh	GDH-TPI inh	PfHsp40 yeast	BH1578 lux ind	Mtb FBA inh	BioA inh	FadD28 binding	Y pestis TopoI
CC1Cc2ccccc2N1C(=O)CSc1nncn1C (centres undefined)	-0.2	-0.8	2	-1.1	i	0	-2.3	-0.4	4
O=C(c1cnn(-c2ccccc2)c1)c1ccc2ccccc2c1O	·	0.6	8	-2.3	i	-1	-2.1	-1.4	9
CCC(C)NC(=O)c1cn(CC)c2ccc(S(=O)(=O)N3CCCCC3)cc2c1=O (centres undefined)	1.8	2.0	16	1.3	-5.3	0	-0.6	0.7	12
O=C(Nc1cccnc1)c1cccc(S(=O)(=O)N2CCc3ccccc32)c1	-0.1	1.7	1	1.4	-0.4	2	·	-7.5	11
N#C/C=C1\Sc2ccccc2C(=O)N1CC(=O)N1CCN(S(=O)(=O)c2ccccc2)CC1	·	-0.3	4	0.0	-0.1	-2	0.4	-4.8	-4
CS(=O)(=O)Oc1ccccc1/C=C1/N=C(c2ccc(F)cc2)OC1=O	-1.0	-1.0	2	-0.3	-0.4	1	·	-2.9	2
Cc1c(C(=O)N2CCN(c3ncccn3)CC2)oc2ccc(Cl)cc12	0.1	1.2	9	2.7	i	3	4.1	-2.0	36
CC(=O)NC(c1ccc(F)c(F)c1)c1nc(-c2cccc(F)c2)cs1 (centres undefined)	-0.1	·	3	·	-0.9	-3	-0.9	-2.5	9
O=C(N/N=C/c1cccc(Br)c1)C1CC(=O)N(c2ccccc2)C1 (centres undefined)	-0.1	-2.4	0	1.1	i	-6	8.1	-3.5	22
Cc1onc(-c2ccccc2)c1C(=O)Oc1cccnc1	·	-0.4	-6	-0.1	i	-1	·	-1.7	-7

Reformatted: entries from further up.
smiles,TcdB GH inh,Mtb UGM inh,GDH-TPI inh,PfHsp40 yeast,BH1578 lux ind,Mtb FBA inh,BioA inh,FadD28 binding,Y pestis TopoI
O=C(c1cnn(-c2ccccc2)c1)c1ccc2ccccc2c1O,·,0.6,8,-2.3,i,-1,-2.1,-1.4,9
CCC(C)NC(=O)c1cn(CC)c2ccc(S(=O)(=O)N3CCCCC3)cc2c1=O (centres undefined),1.8,2.0,16,1.3,-5.3,0,-0.6,0.7,12
O=C(Nc1cccnc1)c1cccc(S(=O)(=O)N2CCc3ccccc32)c1,-0.1,1.7,1,1.4,-0.4,2,·,-7.5,11
N#C/C=C1\Sc2ccccc2C(=O)N1CC(=O)N1CCN(S(=O)(=O)c2ccccc2)CC1,·,-0.3,4,0.0,-0.1,-2,0.4,-4.8,-4
CS(=O)(=O)Oc1ccccc1/C=C1/N=C(c2ccc(F)cc2)OC1=O,-1.0,-1.0,2,-0.3,-0.4,1,·,-2.9,2
Cc1c(C(=O)N2CCN(c3ncccn3)CC2)oc2ccc(Cl)cc12,0.1,1.2,9,2.7,i,3,4.1,-2.0,36
CC(=O)NC(c1ccc(F)c(F)c1)c1nc(-c2cccc(F)c2)cs1 (centres undefined),-0.1,·,3,·,-0.9,-3,-0.9,-2.5,9
O=C(N/N=C/c1cccc(Br)c1)C1CC(=O)N(c2ccccc2)C1 (centres undefined),-0.1,-2.4,0,1.1,i,-6,8.1,-3.5,22
Cc1onc(-c2ccccc2)c1C(=O)Oc1cccnc1,·,-0.4,-6,-0.1,i,-1,·,-1.7,-7

The list continues.
SMILES	TcdB GH inh	Mtb UGM inh	GDH-TPI inh	PfHsp40 yeast	BH1578 lux ind	Mtb FBA inh	BioA inh	FadD28 binding	Y pestis TopoI
COC(=O)C(C)Sc1nc2c(c(=O)[nH]c(=O)n2C)n1CCCc1ccccc1 (centres undefined)	·	4.5	-1	-0.2	0.5	1	5.7	-1.7	13
O=C1C2C(c3ccccc3)(C(=O)N1c1ccc(Cl)cc1)C2(c1ccccc1)c1ccccc1 (centres undefined)	1.4	1.8	13	-1.0	-0.2	4	·	-0.9	-3
COc1ccc(NC(=O)CSc2nc(N)c3cc4c(nc3n2)CCCC4)c(OC)c1	·	0.8	17	-1.5	-0.4	3	·	0.1	-4
COC(=O)c1ccccc1NC(=O)C1CC(=O)N(c2ccc(OC)cc2)C1 (centres undefined)	1.9	1.5	-8	-0.4	-0.4	2	3.4	-2.7	12
CCOC(=O)C1CCN(c2ncnc3cc(OC)c(OC)cc23)CC1	2.2	0.4	12	0.6	-0.6	2	·	-3.3	-4
CCCC(=O)Nc1cnc(NC(=O)c2cccc(F)c2)cc1C	·	-0.5	-2	0.5	-5.0	2	6.3	-2.2	6
O=C1C2C3C=CC(C3)C2C(=O)N1Cc1cccnc1 (centres undefined)	·	-3.0	14	-1.9	i	1	-1.1	-1.3	9
COc1cccc(-n2nnnc2SCC(=O)Nc2ccc(OC)cc2OC)c1	1.7	0.8	14	-0.2	-1.2	2	-0.2	-0.5	-1
COc1ccc(C(CC(=O)N2CCC3(CC2)OCCO3)NS(=O)(=O)c2ccc(C)cc2)cc1 (centres undefined)	·	-1.9	-2	-0.4	-0.8	0	·	-1.8	1
CCN1CCN(c2c(Cl)cccc2NC(=O)c2cccs2)CC1	1.5	-2.7	6	-0.4	1.3	-1	0.9	-0.6	3
CC1CCc2[nH]c3ccc(C(=O)N(C)CC(=O)Nc4ccccc4Cl)cc3c2C1 (centres undefined)	0.9	·	5	2.9	i	-1	-0.4	-2.5	17
Cc1ccc(C(=O)N/N=C\c2cccn2C)cn1	·	-1.0	54*	-2.3	i	2	1.3	-1.8	-7
COc1ccc(C(=O)/C=C/c2ccc(N(C)C)cc2)c(OC)c1	0.2	-16	11	1.3	0.6	-7	-7.3	-1.5	-1
O=C(Nc1ccc2c(c1)CCCN2C(=O)c1cccs1)c1c(F)cccc1F	1.3	1.2	6	2.8	i	1	1.6	-2.4	9
CN(c1ccccc1C(=O)Nc1ccc(S(=O)(=O)N2CCOCC2)cc1)S(=O)(=O)c1ccccc1	·	-2.2	8	-0.4	-0.2	0	·	-0.4	8
Cc1ccc(CNS(=O)(=O)c2ccc3c(c2)C(C)(C)C(=O)N3C)cc1	0.9	-1.4	-4	-0.6	-0.4	-3	0.9	-4.2	-10
Cc1cc(C)c2c(N)c(C(=O)NNC(=O)c3ccccc3)sc2n1	1.2	0.8	3	0.0	i	6	-0.6	-2.7	-13
O=C(NNC(=S)NC(=O)c1ccccc1[N+](=O)[O-])c1ccccc1O	-0.5	2.2	18	15	-0.2	0	·	-0.9	2
Cc1cc([N+](=O)[O-])ccc1NC(=O)CSc1nccc(=O)[nH]1	0.9	2.1	2	-0.3	-0.9	-1	0.9	-0.8	5
Cc1cccc(N2C(=O)CCC2=O)n1	·	0.4	1	-0.3	-0.6	1	-1.2	0.5	-1
CC1(Cc2cccc(F)c2)C(=O)Nc2ccc(-c3cccnc3)cc21 (centres undefined)	2.1	·	5	·	i	-3	1.2	-5.9	3
CC(C)n1c(/C=C/[C@H](O)C[C@H](O)CC(=O)O)c(-c2ccc(F)cc2)c2ccccc21	·	0.2	6	0.3	-0.3	9	0.6	-0.5	5
CCc1ccc(OCC(=O)Nc2nnc(-c3ccco3)s2)cc1	-0.9	-1.1	10	0.1	-0.3	15	-0.6	2.5	10
Nc1c(C(=O)NCc2ccc3c(c2)OCO3)nnn1Cc1ccc(Br)cc1	1.7	0.8	11	3.4	0.2	-1	-0.6	-3.3	6
COc1ccc(C(=O)Oc2cc(C)c(CN3CCOCC3)cc2C)cc1OC	2.1	-0.1	-9	-1.4	0.4	3	2.1	-0.2	28
COc1cc(C=Nc2c(C)cc(C)cc2C)ccc1OC(C)=O	0.8	1.7	10	-0.7	i	-7	-0.4	-1.9	-10
CC(NC(=O)c1ccccc1Br)C1CC2CCC1C2 (centres undefined)	0.5	1.9	1	·	i	2	-0.9	0.0	-2
COc1ccc(N2C(=O)CN(Cc3cc(OC)c(OC)c(OC)c3)C2=S)cc1	-0.3	5.3	-2	0.5	i	0	-1.9	-0.7	-3
O=CNc1cc(-c2ccc(C(=O)NC3CC3)cc2)cn2c(-c3ccc(F)cc3)cnc12	7.2	·	1	·	0.5	3	-1.1	-5.5	5
COc1ccc(NS(=O)(=O)c2cccc(NC(=O)CCC(=O)c3ccc(Cl)cc3)c2)cc1	0.1	1.1	3	0.6	-0.4	1	·	-8.9	12
COc1ccc(NC(=O)c2ccc(C#N)cc2)cc1NS(=O)(=O)c1ccc(F)cc1	·	-0.5	13	-0.4	i	-1	-0.8	-1.4	-2
COc1cc([N+](=O)[O-])ccc1NC(=O)Nc1cccnc1	0.2	-0.7	16	0.0	0.0	0	2.2	-1.2	-9
COCCCNC(=S)NC(=O)c1ccc(C)cc1	-0.3	-3.4	-4	1.4	-0.2	-1	·	-0.2	3
Cc1cccc(-n2cc(CN3CCCN(C=O)CC3)c(-c3cccc(F)c3)n2)c1	1.9	0.1	-3	0.6	-2.1	-1	0.8	-0.2	0
Cn1c(=O)n(CC(N)=O)c(=O)c2c1nc1n2CCCN1Cc1ccccc1	-0.6	1.5	0	0.7	-0.3	0	-0.8	-0.4	5
CC(NC(=O)COC(=O)c1ccc(Cl)cc1O)c1ccc(F)cc1 (centres undefined)	·	1.8	2	1.3	-0.2	7	-1.4	-4.2	7
Cc1cc(F)ccc1NC(=O)c1cc(S(=O)(=O)N2CCc3ccccc32)cn1C	0.9	1.0	5	-0.9	-0.3	-1	-1.5	-4.1	2
Cc1ccc(NC(=O)CSc2nnc(-c3cc(C)[nH]n3)n2N)cc1	0.7	-1.0	-4	-0.2	-0.4	0	0.1	-1.3	-1
COCCOC(=O)c1c(C)n(C)c2ccc(OC(=O)C3CC3)cc12	·	2.2	8	-0.6	-1.6	0	1.6	-2.4	10
CCC1CN2CCc3cc(OC)c(OC)cc3C2CC1CC1c2cc(OC)c(OC)cc2CCN1C(=O)C(Cc1c[nH]c2ccccc12)NC(=O)OC(C)(C)C (centres undefined)	0.6	·	0	1.0	·	-1	·	-4.8	42
CCCn1c(C)cc(C(=O)CN2C(=O)c3ccccc3C2=O)c1C	1.8	-1.7	5	-0.4	i	-1	·	-3.9	11
C/C=C(/C)C(=O)O[C@@H]1[C@H](OC(C)=O)c2c(ccc3ccc(=O)oc23)OC1(C)C	1.7	1.0	32*	-1.3	i	32*	-2.4	-1.7	15
COc1ccccc1CNC(=S)NCc1ccc(F)cc1	1.7	0.5	-12	0.9	i	-1	1.0	-4.4	14
O=C(OCC(=O)N1CCCCC1)c1c[nH]c(=O)[nH]c1=O	·	1.3	9	0.6	i	2	-1.8	0.0	4
CCOC(=O)C1=CCC(c2ccc(F)cc2)N(S(=O)(=O)c2ccc(C)cc2)C1 (centres undefined)	1.2	·	·	·	·	-1	2.2	-4.0	·
O=C(O/N=C(/c1ccccc1)c1ccncc1)c1ccc(F)cc1	2.0	-3.9	3	0.1	i	0	·	-3.5	5
Cc1cc(Cn2nc(-c3ccccc3)cc2C(=O)NCC2CC2)on1	-3.4	-0.8	10	1.7	-0.4	7	4.6	0.2	0
COc1ccc(/C=c2/sc3nc(-c4ccccc4)c(-c4ccccc4)n3c2=O)cc1	·	-0.1	1	-1.1	-0.1	3	·	-1.0	-5
CCN(CC)CCNC(=O)CCc1nnc2ccc(N3CCC(C)CC3)nn12	-0.3	0.1	9	-1.9	-1.4	-2	0.5	-2.6	2
Cc1ccc(-n2c(SCC(=O)OC(C)C)nnc2-c2ccco2)cc1	·	1.4	4	-0.7	i	1	5.8	-1.9	11

The listing continues.
SMILES	TcdB GH inh	Mtb UGM inh	GDH-TPI inh	PfHsp40 yeast	BH1578 lux ind	Mtb FBA inh	BioA inh	FadD28 binding	Y pestis TopoI
CN1C2CCC1CC(NC(=O)c1ccc([N+](=O)[O-])cc1)C2 (centres undefined)	-3.5	1.6	5	0.4	-13	7	-2.5	0.2	-6
CC(NC(=O)C1CCN(S(=O)(=O)c2cccc3cccnc23)CC1)c1ccccc1 (centres undefined)	0.0	-2.2	-3	-0.4	-0.2	-1	0.0	0.3	-4
O=C(CC(c1ccccc1)c1ccccc1O)NCCN1CCOCC1 (centres undefined)	·	-3.4	-8	-0.3	-0.2	-3	·	0.1	-3
CCOC(=O)C(/C(C)=N/NC(=O)c1ccccc1[N+](=O)[O-])C(C)C (centres undefined)	·	-1.2	6	0.5	i	2	-1.4	-1.6	-2
O=S(=O)(Nc1cccc(-c2cn3c(n2)SCC3)c1)c1ccccc1	0.9	-2.3	-5	0.9	0.9	0	-0.6	-4.9	6
Cc1ccc(C(=O)Nc2ncc(Cc3ccc(F)cc3)s2)o1	·	-2.6	4	0.7	-0.3	0	-2.9	-3.6	0
O=C(NCCOc1ccccc1Cl)C(=O)c1c[nH]c2ccccc12	1.0	3.2	-1	5.4	-0.7	-5	·	-3.9	-5

Screens as filed in PubChem BioAssay.

Compounds were not picked by outcome (roughly 4.6% active in at least one column).
